Screening results as filed in PubChem BioAssay.
USP10 inh – inhibitors of human USP10 deubiquitinase. 47,000 tested, 1.1% active. purified USP10, Ub-rhodamine fluorescence, 60 min. inhibition, % at 20 µM. AID 1645856
USP8 block – human USP8 deubiquitinase inhibition; AID 1645853; P40818; purified USP8, Ub-rhodamine cleavage fluorescence, 30 min; inhibition, % at 20 µM; 47,000 tested, 4.2% active
USP17 inh – inhibitors of human USP17 deubiquitinase. purified USP17, Ub-rhodamine cleavage fluorescence, 3 h. inhibition, % at 50 µM. 47,000 tested, 6.5% active
UCHL1 inh – blocks human UCHL1 ubiquitin-rhodamine cleavage; 47,000 tested, 0.2% active; purified UCHL1, Ub-rhodamine cleavage fluorescence; inhibition, % at 20 µM; P09936
USP30 block – blocks human USP30 ubiquitin-rhodamine cleavage | inhibition, % at 25 µM | Q70CQ3 | 47,000 tested, 5.3% active | purified USP30, Ub-rhodamine cleavage fluorescence
Target sequence (Q70CQ3 whole entry, looked up): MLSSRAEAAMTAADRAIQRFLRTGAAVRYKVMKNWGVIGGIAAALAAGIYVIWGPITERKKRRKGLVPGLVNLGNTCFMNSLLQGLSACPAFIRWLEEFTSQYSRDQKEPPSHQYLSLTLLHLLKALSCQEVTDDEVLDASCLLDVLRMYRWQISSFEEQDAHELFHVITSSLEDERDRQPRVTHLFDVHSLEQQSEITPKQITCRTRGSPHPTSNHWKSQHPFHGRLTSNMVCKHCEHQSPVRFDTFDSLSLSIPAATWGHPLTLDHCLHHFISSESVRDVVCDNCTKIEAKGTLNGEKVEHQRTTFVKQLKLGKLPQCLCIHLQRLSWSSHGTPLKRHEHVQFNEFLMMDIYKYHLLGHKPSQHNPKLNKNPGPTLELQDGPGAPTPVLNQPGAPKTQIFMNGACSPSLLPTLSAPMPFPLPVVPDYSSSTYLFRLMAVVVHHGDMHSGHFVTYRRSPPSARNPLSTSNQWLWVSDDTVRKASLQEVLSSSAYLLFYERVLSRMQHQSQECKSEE
USP28 block – human USP28 deubiquitinase inhibition. Q96RU2. purified USP28, Ub-rhodamine cleavage fluorescence, 30 min. inhibition, % at 25 µM. 47,000 tested, 3% active. AID 1645857
OTUD3 block – inhibitors of human OTUD3 deubiquitinase | purified OTUD3, Ub-rhodamine fluorescence, 2 h | 47,000 tested, 0.7% active | inhibition, % at 25 µM | AID 1645858
Target sequence (Q5T2D3 whole entry, looked up): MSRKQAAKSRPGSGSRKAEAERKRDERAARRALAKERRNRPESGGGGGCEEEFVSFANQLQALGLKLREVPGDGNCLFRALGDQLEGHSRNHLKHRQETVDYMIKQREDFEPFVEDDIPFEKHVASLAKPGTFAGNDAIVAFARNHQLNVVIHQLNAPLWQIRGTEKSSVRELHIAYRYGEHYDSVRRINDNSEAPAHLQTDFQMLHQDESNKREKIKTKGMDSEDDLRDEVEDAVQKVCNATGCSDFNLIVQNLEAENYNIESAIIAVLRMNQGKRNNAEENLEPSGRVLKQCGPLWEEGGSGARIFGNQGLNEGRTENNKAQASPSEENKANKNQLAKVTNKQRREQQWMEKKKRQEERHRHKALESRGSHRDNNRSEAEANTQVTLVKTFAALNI
USP7 inh – inhibitors of human USP7 deubiquitinase | Q93009 | purified USP7, Ub-rhodamine cleavage fluorescence | inhibition, % at 20 µM | 47,000 tested, 0.3% active
* hit, by the source's call. No stated cut-off is given here; in the data, active means inhibition above about 30%; inactive means the rest.

Start of the listing, in advance:
For Fc1ccc(-c2noc(Cc3nnc(-c4ccc(F)cc4)o3)n2)cc1 the results were USP10 inh -4, USP8 block -5, USP17 inh -9, UCHL1 inh 0, USP30 block -27, USP28 block 6, OTUD3 block -5 and USP7 inh -9.
For COc1ccccc1CCNC(=O)C(=O)c1c(C)n(C)c2ccccc12 the results were USP10 inh 0, USP8 block -2, USP17 inh 1, UCHL1 inh -1, USP30 block -6, USP28 block -2, OTUD3 block -1 and USP7 inh -12.

The whole of this part, from the start:
For Fc1ccc(-c2noc(Cc3nnc(-c4ccc(F)cc4)o3)n2)cc1 the results were USP10 inh -4, USP8 block -5, USP17 inh -9, UCHL1 inh 0, USP30 block -27, USP28 block 6, OTUD3 block -5 and USP7 inh -9.
For COc1ccccc1CCNC(=O)C(=O)c1c(C)n(C)c2ccccc12 the results were USP10 inh 0, USP8 block -2, USP17 inh 1, UCHL1 inh -1, USP30 block -6, USP28 block -2, OTUD3 block -1 and USP7 inh -12.
Screening COc1ccc(C(CNC(=O)c2c(C)nn(-c3ccccc3)c2Cl)N2CCOCC2)cc1 (stereo not given) returned USP10 inh -6, USP8 block -5, USP17 inh -16, UCHL1 inh -2, USP30 block -46, USP28 block -20, OTUD3 block -13 and USP7 inh -4.
Screening O=C(Nc1ccc2c(c1)OCCO2)NC1CCCCC1 returned USP10 inh 0, USP8 block 4, USP17 inh 2, UCHL1 inh -1, USP30 block 0, USP28 block 31*, OTUD3 block -5 and USP7 inh 1.
For Cn1c(NC(=O)c2cccs2)c(-c2cccc(C(F)(F)F)c2)c(=O)c2ccccc21 the results were USP10 inh -1, USP8 block 15, USP17 inh 0, UCHL1 inh 0, USP30 block -11, USP28 block 0, OTUD3 block 1 and USP7 inh 4.
Screening O=C(Nc1cccc(F)c1)N1C[C@@H]2c3nccn3-c3ccccc3[C@@H]2C1 returned USP10 inh 0, USP8 block 15, USP17 inh 5, UCHL1 inh 2, USP30 block 5, USP28 block 9, OTUD3 block 11 and USP7 inh -162.
For Cc1cc(C)n2nc(CN(c3ccc(F)cc3)S(=O)(=O)c3ccccc3)nc2n1 the results were USP10 inh -1, USP8 block -8, USP17 inh -11, UCHL1 inh -2, USP30 block 0, USP28 block -8, OTUD3 block -4 and USP7 inh 0.
O=S1(=O)c2ccccc2OCC2(CCN(c3cncnc3)CC2)CN1CC1CC1 was read as USP10 inh -2, USP8 block -2, USP17 inh 7, UCHL1 inh 0, USP30 block 9, USP28 block 0, OTUD3 block 0 and USP7 inh -5.
For Cc1ccc(NC(=O)C(C)n2c(=O)cc(-c3ccccc3)c3c(C)nn(C)c32)cc1C (stereo not given) the results were USP10 inh -1, USP8 block 10, USP17 inh 11, UCHL1 inh -4, USP30 block 26, USP28 block -2, OTUD3 block 3 and USP7 inh 0.
For CCn1c(=O)c(C(=O)Nc2cccc(F)c2)nc2ccccc21 the results were USP10 inh 2, USP8 block -119, USP17 inh -18, UCHL1 inh 1, USP30 block 4, USP28 block 0, OTUD3 block -13 and USP7 inh -1.
COc1ccccc1CN1CCc2c(C)nc3cc(C#N)nn3c21 was read as USP10 inh -9, USP8 block 15, USP17 inh -23, UCHL1 inh -7, USP30 block -268, USP28 block -41, OTUD3 block -73 and USP7 inh -7.
For COc1cccc(CNc2ccc3[nH]c(=O)[nH]c3c2)c1OCc1ccccc1F the results were USP10 inh 4, USP8 block -59, USP17 inh -2, UCHL1 inh 8, USP30 block 1, USP28 block 10, OTUD3 block 0 and USP7 inh -6.
For Cn1nnc2c(N3CC=CCC3)nc(Cc3ccc(Cl)cc3Cl)nc21 the results were USP10 inh -1, USP8 block 16, USP17 inh 18, UCHL1 inh 2, USP30 block 25, USP28 block 24, OTUD3 block 9 and USP7 inh 4.
`CCN1C[C@@]23CN(C(=O)C4CCC4)C[C@@H](C[C@@H]2S1(=O)=O)O3` gave USP10 inh 0, USP8 block -15, USP17 inh -8, UCHL1 inh -6, USP30 block -2, USP28 block -4, OTUD3 block -5 and USP7 inh -4.
Screening Cn1ccc2c(C(=O)N3CCN(Cc4ccccc4)CC3)cccc21 returned USP10 inh -3, USP8 block 21, USP17 inh -4, UCHL1 inh -2, USP30 block -29, USP28 block 0, OTUD3 block 4 and USP7 inh -2.
For Cc1ccc(NC(=O)CCn2cnc3c2c(=O)n(C)c(=O)n3C)cc1C the results were USP10 inh 0, USP8 block 19, USP17 inh 12, UCHL1 inh 0, USP30 block 23, USP28 block 16, OTUD3 block 9 and USP7 inh 1.
CCc1noc(C2(NC(=O)Cc3c[nH]c4ccccc34)CCCCC2)n1 was read as USP10 inh -9, USP8 block -22, USP17 inh -19, UCHL1 inh -9, USP30 block -79, USP28 block -23, OTUD3 block -18 and USP7 inh -13.
Screening COc1cc2c(c(OC(=O)c3ccccc3)c1OC)CC(=O)CCC2 returned USP10 inh 1, USP8 block -4, USP17 inh -9, UCHL1 inh -4, USP30 block -4, USP28 block 2, OTUD3 block -6 and USP7 inh -17.
Screening CC(=O)c1cccc(NC(=O)CCc2c(C)nc3nc[nH]n3c2=O)c1 returned USP10 inh 3, USP8 block -70, USP17 inh -1, UCHL1 inh -1, USP30 block -6, USP28 block -3, OTUD3 block -4 and USP7 inh 1.
`CCc1cccc(NC(=O)CCS(=O)(=O)c2ccc3c(c2)CC(=O)N3C)c1` gave USP10 inh 1, USP8 block -13, USP17 inh -8, UCHL1 inh -1, USP30 block -13, USP28 block -11, OTUD3 block 0 and USP7 inh 2.

2 compounds drawn at random from those above, as already listed:
For COc1ccccc1CCNC(=O)C(=O)c1c(C)n(C)c2ccccc12 the results were USP10 inh 0, USP8 block -2, USP17 inh 1, UCHL1 inh -1, USP30 block -6, USP28 block -2, OTUD3 block -1 and USP7 inh -12.
`CCN1C[C@@]23CN(C(=O)C4CCC4)C[C@@H](C[C@@H]2S1(=O)=O)O3` gave USP10 inh 0, USP8 block -15, USP17 inh -8, UCHL1 inh -6, USP30 block -2, USP28 block -4, OTUD3 block -5 and USP7 inh -4.

Carrying on:
`COc1cccc(-c2nc(CC(=O)NCc3ccc(C(=O)O)cc3)cs2)c1OC` gave USP10 inh 3, USP8 block 14, USP17 inh 7, UCHL1 inh 4, USP30 block 21, USP28 block 11, OTUD3 block 14 and USP7 inh 7.
`CC1Cc2ccccc2N1C(=O)Cn1c(=O)cc(O)c2ccccc21` (stereo not given) gave USP10 inh 1, USP8 block -12, USP17 inh -7, UCHL1 inh -1, USP30 block 2, USP28 block 57*, OTUD3 block -6 and USP7 inh -2.
`O=C(NCc1ccnc(-n2cccn2)c1)c1ccccn1` gave USP10 inh 0, USP8 block 1, USP17 inh -20, UCHL1 inh -4, USP30 block -5, USP28 block -9, OTUD3 block -5 and USP7 inh -1.
Screening O=C(O)C1(Cc2nc3ccccc3s2)CCCCC1 returned USP10 inh 2, USP8 block 12, USP17 inh 12, UCHL1 inh 2, USP30 block 12, USP28 block 5, OTUD3 block 10 and USP7 inh 8.
For O=C1CCCC[C@H]2[C@@H](C[C@@H](c3ccc(F)cc3)N2C(=O)c2ccno2)N1 the results were USP10 inh 0, USP8 block -5, USP17 inh 0, UCHL1 inh -1, USP30 block 12, USP28 block 1, OTUD3 block 20 and USP7 inh 2.
Screening O=C(NCc1ccc(F)cc1)NCc1cnn2ccccc12 returned USP10 inh 0, USP8 block 0, USP17 inh 0, UCHL1 inh 3, USP30 block -1, USP28 block 0, OTUD3 block -4 and USP7 inh -13.
For COc1ccccc1C(=O)Nc1ccc2c(c1)nc(CCNC(=O)c1ccccc1F)n2C the results were USP10 inh 0, USP8 block 4, USP17 inh 23, UCHL1 inh 4, USP30 block 16, USP28 block 8, OTUD3 block 3 and USP7 inh 2.
Cc1nn(C)c(C)c1NC(=O)C(C)N1CC2(CCOCC2)Oc2ccccc2C1=O (stereo not given) was read as USP10 inh 0, USP8 block 4, USP17 inh -7, UCHL1 inh -7, USP30 block -31, USP28 block -19, OTUD3 block -24 and USP7 inh 0.
For CC(C)(C)c1cc(C(=O)N2CCC[C@H](C(=O)c3ccccc3F)C2)n[nH]1 the results were USP10 inh 3, USP8 block 0, USP17 inh -10, UCHL1 inh -1, USP30 block 1, USP28 block -1, OTUD3 block -2 and USP7 inh -4.
Screening Cc1nc(Nc2ccc(NC(=O)c3ccco3)cc2)cc(N2CCOCC2)n1 returned USP10 inh -2, USP8 block -27, USP17 inh -12, UCHL1 inh 2, USP30 block -17, USP28 block -8, OTUD3 block -6 and USP7 inh 0.

Structural class: those above containing a Cl atom.
Screening COc1ccc(C(CNC(=O)c2c(C)nn(-c3ccccc3)c2Cl)N2CCOCC2)cc1 (stereo not given) returned USP10 inh -6, USP8 block -5, USP17 inh -16, UCHL1 inh -2, USP30 block -46, USP28 block -20, OTUD3 block -13 and USP7 inh -4.
For Cn1nnc2c(N3CC=CCC3)nc(Cc3ccc(Cl)cc3Cl)nc21 the results were USP10 inh -1, USP8 block 16, USP17 inh 18, UCHL1 inh 2, USP30 block 25, USP28 block 24, OTUD3 block 9 and USP7 inh 4.

The list goes on.
Screening Cc1ccc(C(CNC(=O)COc2ccccc2)N2CCC(C)CC2)o1 (stereo not given) returned USP10 inh -4, USP8 block -5, USP17 inh -17, UCHL1 inh -2, USP30 block -57, USP28 block -11, OTUD3 block -8 and USP7 inh -4.
O=C(COc1ccccc1)Nc1cccn2nc(C3CCC3)nc12 was read as USP10 inh -1, USP8 block -9, USP17 inh -4, UCHL1 inh 0, USP30 block -6, USP28 block -4, OTUD3 block -4 and USP7 inh -11.
`COc1ccc(Nc2cc(C(=O)NCCCN3CCCC3=O)c3ccccc3n2)c(OC)c1` gave USP10 inh -3, USP8 block 13, USP17 inh -3, UCHL1 inh -1, USP30 block -1, USP28 block -12, OTUD3 block -8 and USP7 inh 0.
Screening Cc1ccccc1NC(=O)CCCC(=O)c1ccccc1 returned USP10 inh -2, USP8 block -5, USP17 inh -3, UCHL1 inh -5, USP30 block -5, USP28 block -6, OTUD3 block -5 and USP7 inh -5.
CCc1nnc(-c2ccc(=O)n(CC(=O)N3CCN(C(C)C)CC3)c2)o1 was read as USP10 inh -6, USP8 block -19, USP17 inh -33, UCHL1 inh -4, USP30 block -109, USP28 block -17, OTUD3 block -5 and USP7 inh -1.
For CCc1nc(-c2ccc(C(=O)Nc3ccc(C(C)=O)cc3)cc2)no1 the results were USP10 inh 0, USP8 block 18, USP17 inh 17, UCHL1 inh 2, USP30 block 21, USP28 block 9, OTUD3 block 9 and USP7 inh 6.
COc1ccc(COC(=O)C2=C(C)NC(=O)CC2c2cccc([N+](=O)[O-])c2)cc1 (stereo not given) was read as USP10 inh 10, USP8 block -72, USP17 inh -5, UCHL1 inh 3, USP30 block 20, USP28 block 86*, OTUD3 block 2 and USP7 inh -85.
For O[C@@H]1C[C@H]2CN(Cc3ccccc3)[C@H](Cc3ccccc3)CN2C1 the results were USP10 inh 0, USP8 block 15, USP17 inh -13, UCHL1 inh -6, USP30 block -55, USP28 block -11, OTUD3 block -9 and USP7 inh -8.
For Cn1c2ccccc2c(=O)c2c(=O)n(C3CCCCC3)c(-c3ccc([N+](=O)[O-])cc3)nc21 the results were USP10 inh 0, USP8 block -12, USP17 inh -5, UCHL1 inh -2, USP30 block -10, USP28 block -14, OTUD3 block -8 and USP7 inh -2.
For CC(C)C(=O)N1C[C@@H]2CN(Cc3cccc(F)c3)[C@@H]2C1 the results were USP10 inh -1, USP8 block -3, USP17 inh -17, UCHL1 inh -4, USP30 block -20, USP28 block -10, OTUD3 block -7 and USP7 inh -2.
For CC(C)CN1[C@H]2CCN(C(=O)c3ccccc3)CC[C@@H]2Oc2ccccc2S1(=O)=O the results were USP10 inh 2, USP8 block 16, USP17 inh 8, UCHL1 inh 4, USP30 block 16, USP28 block 18, OTUD3 block 9 and USP7 inh -2.
Screening Cc1cc(Nc2ccc3c(c2)OCO3)n2ncnc2n1 returned USP10 inh -8, USP8 block -11, USP17 inh 3, UCHL1 inh -3, USP30 block -132, USP28 block -22, OTUD3 block -26 and USP7 inh -6.
`Cc1ccc(C(=O)N2CCOCC(Cc3ccc4nccn4n3)C2)cn1` (stereo not given) gave USP10 inh -1, USP8 block -21, USP17 inh -7, UCHL1 inh -2, USP30 block -9, USP28 block -15, OTUD3 block -5 and USP7 inh 3.
`O=S(=O)(c1ccccc1)N1C[C@H]2CN(CC3CCCC3)C[C@H]2C1` gave USP10 inh -1, USP8 block -6, USP17 inh -3, UCHL1 inh -3, USP30 block 6, USP28 block 1, OTUD3 block -6 and USP7 inh 0.
CCCC1Cc2c(sc3nc(SCC)nc(N)c23)CO1 (stereo not given) was read as USP10 inh 2, USP8 block 2, USP17 inh 81*, UCHL1 inh -1, USP30 block 0, USP28 block -14, OTUD3 block 0 and USP7 inh 1.
For O=C(Nc1cccnc1)C1Cn2ccnc2C2(CCNCC2)O1 (stereo not given) the results were USP10 inh 2, USP8 block 19, USP17 inh -24, UCHL1 inh -1, USP30 block -24, USP28 block 20, OTUD3 block 12 and USP7 inh 4.

This is a random part of the collection; 13% or so of the library scored in one or more.
